LYP inh 2 – LYP (human) phosphatase inhibition. Q9Y2R2. recombinant LYP catalytic domain, DiFMUP fluorescence. inhibition, % at 2 µM. 96,000 compounds, 0.21% hits;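 active = inhibition at 2 µM at or above a set limit, the screen mean plus 3 SD, cut at about 24% in these data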;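 also: 0% = DMSO with enzyme and 100% = enzyme fully blocked by orthovanadate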
PostGolgi yeast – growth inhibition of a yeast mutant, post-Golgi transport screen; post-Golgi transport phenotypic cell assay; 98,000 compounds, 0.9% hits; AID 739; inhibition, % at 10 µM;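 also: yeast cells grown in 1536-well plates; yeast grown about 18 h at 30C before absorbance read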
CYP2C9 activ – increases human cytochrome P450 2C9 activity | P11712 | recombinant CYP2C9, luciferin-H conversion, luminescence; stronger effect = higher value; factor 1 = untreated enzyme, 0 = blocked | AID 1024 | 96,000 compounds, 1.4% hits | activation factor at 5 µM;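 active = activation factor of 2 or more for CYP2C9 at a 5 µM dose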;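 also: 0 = sulfaphenazole-blocked wells and 1 = vehicle-only wells; values of inactives mirror those of a sister screen read the other way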
PostGolgi ctrl – yeast control strain growth, post-Golgi counter-screen; efflux-deficient yeast background strain, growth absorbance A615, 16 h; inhibition, % at 10 µM; 98,000 compounds, 5% hits
Pyk2 oligo antag – blocks oligomerization of human Pyk2 in cells | Q14289 | Q293 cells, Pyk2 FERM NanoBiT luminescence; stronger effect = lower value | z-score (the deposit names both 25 µM and 10 µM) | 99,000 compounds, 0.83% hits | AID 1347419;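 active = Z-score of -3 or lower, scaled per plate to the spread of control and sample wells; inactive = z-score above -3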;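 also: negative z-score means lost luminescence so less FERM oligomerization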
Target sequence (Q14289 whole entry, looked up): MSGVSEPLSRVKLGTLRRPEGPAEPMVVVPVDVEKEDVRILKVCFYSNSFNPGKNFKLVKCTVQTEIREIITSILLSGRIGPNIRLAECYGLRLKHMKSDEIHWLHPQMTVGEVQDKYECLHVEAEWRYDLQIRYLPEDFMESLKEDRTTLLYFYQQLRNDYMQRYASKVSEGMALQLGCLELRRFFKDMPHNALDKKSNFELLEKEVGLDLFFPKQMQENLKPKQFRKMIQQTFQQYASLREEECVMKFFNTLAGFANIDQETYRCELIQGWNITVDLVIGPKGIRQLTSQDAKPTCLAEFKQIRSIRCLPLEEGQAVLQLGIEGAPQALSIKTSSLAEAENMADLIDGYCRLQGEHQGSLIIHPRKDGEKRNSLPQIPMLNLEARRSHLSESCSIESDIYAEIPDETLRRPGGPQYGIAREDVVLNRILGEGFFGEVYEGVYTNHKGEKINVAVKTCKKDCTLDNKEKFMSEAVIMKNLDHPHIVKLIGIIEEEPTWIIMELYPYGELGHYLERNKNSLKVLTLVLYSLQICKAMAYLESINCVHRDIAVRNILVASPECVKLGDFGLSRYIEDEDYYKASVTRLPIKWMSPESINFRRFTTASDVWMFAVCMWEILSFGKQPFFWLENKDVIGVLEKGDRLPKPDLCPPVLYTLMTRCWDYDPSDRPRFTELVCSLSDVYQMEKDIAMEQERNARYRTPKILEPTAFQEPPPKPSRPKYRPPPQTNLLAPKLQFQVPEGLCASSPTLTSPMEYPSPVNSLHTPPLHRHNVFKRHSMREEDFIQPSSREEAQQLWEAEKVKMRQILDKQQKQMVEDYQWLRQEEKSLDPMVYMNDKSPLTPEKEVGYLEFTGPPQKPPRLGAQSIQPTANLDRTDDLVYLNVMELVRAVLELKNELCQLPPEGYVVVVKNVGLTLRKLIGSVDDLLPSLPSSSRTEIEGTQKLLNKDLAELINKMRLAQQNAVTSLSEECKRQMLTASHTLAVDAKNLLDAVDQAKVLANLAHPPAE
DAT uptake mod – changed human dopamine transporter uptake under cocaine IC80; Q01959; LLC-PK1 hDAT cells, [14C]-dopamine uptake with cocaine IC80; actives deviate in either direction; B-score at 10 µM; 110,000 compounds, 1.3% hits; AID 449768;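 active = Z score or B-score, a plate-position-corrected score, falls beyond the plate's 99.7% confidence bounds, in either direction; inactive = both scores lie inside the 99.7% bounds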;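 also: scored against the spread of the other compound wells on the same plate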
Ecoli WT expand – blocks growth of wild type E. coli BW25113; OD600 absorbance; growth inhibition, % at 100 µM; 98,000 compounds, 0.15% hits; AID 710;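 active = growth inhibition above about 50% at one test dose, limit read from the data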;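 also: growth measured after 20 h incubation at 37 °C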
CYP2C9 inhib – human CYP2C9 inhibition. P11712. CYP2C9 Supersomes, luciferin-H conversion, luminescence. inhibition, % at 5 µM. 96,000 compounds, 20% hits. AID 777;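 active = blocking of liver enzyme CYP2C9 beyond about 50% at 5 µM, limit read from the data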; also: values of inactives mirror those of a sister screen read the other way
PTPN22 act – LYP (human) phosphatase activation | recombinant LYP, DiFMUP fluorescence; 0 = plate median, 100 = signal doubled | activation, % at 2 µM | 96,000 compounds, 0.11% hits | AID 697;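 active = activation at 2 µM above a set limit, the mean plus 5 SD, cut at about 37% in these data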
An asterisk follows results filed as active; & = joins results of further samples. Rule as the data show it, unless noted: active = inhibition above about 30%; inactive = the rest.

Start of the listing, in advance, 2 compounds:
Screening CCOC(=O)c1c(N)sc(=S)c2c1CCC2 returned LYP inh 2 -2, PostGolgi yeast 6, CYP2C9 activ 1.1, PostGolgi ctrl 20, Pyk2 oligo antag 0.04, DAT uptake mod -1.9, Ecoli WT expand -3, CYP2C9 inhib -7 and PTPN22 act 2.
COC(=O)Cc1csc(N)n1 was read as LYP inh 2 1&-4, PostGolgi yeast -11&-3, CYP2C9 activ 1.1&0.9, PostGolgi ctrl 6&17, Pyk2 oligo antag 1.7&0.06, DAT uptake mod 0.3&-0.038, Ecoli WT expand 2&0, CYP2C9 inhib -10&10 and PTPN22 act 1&4.

The listing, from the start:
Screening CCOC(=O)c1c(N)sc(=S)c2c1CCC2 returned LYP inh 2 -2, PostGolgi yeast 6, CYP2C9 activ 1.1, PostGolgi ctrl 20, Pyk2 oligo antag 0.04, DAT uptake mod -1.9, Ecoli WT expand -3, CYP2C9 inhib -7 and PTPN22 act 2.
COC(=O)Cc1csc(N)n1 was read as LYP inh 2 1&-4, PostGolgi yeast -11&-3, CYP2C9 activ 1.1&0.9, PostGolgi ctrl 6&17, Pyk2 oligo antag 1.7&0.06, DAT uptake mod 0.3&-0.038, Ecoli WT expand 2&0, CYP2C9 inhib -10&10 and PTPN22 act 1&4.
Screening C=CCn1c(COc2ccccc2)nnc1SCc1ccc(C#N)cc1 returned LYP inh 2 9, PostGolgi yeast 10, CYP2C9 activ 0.8, PostGolgi ctrl 7, Pyk2 oligo antag 1, DAT uptake mod 0.93, Ecoli WT expand 2, CYP2C9 inhib 19 and PTPN22 act -10.
`CCOc1ccc(CC(C(N)=O)C(N)=O)cc1CN(C)C` gave LYP inh 2 1, PostGolgi yeast 12, CYP2C9 activ 1.1, PostGolgi ctrl -6, Pyk2 oligo antag 0.24, DAT uptake mod -0.034, Ecoli WT expand 7, CYP2C9 inhib -5 and PTPN22 act -5.
`Cc1c(-c2ccccc2)nc2ccccc2c1C(=O)Oc1ccc([N+](=O)[O-])cc1` gave LYP inh 2 -20, PostGolgi yeast 6, CYP2C9 activ 0.8, PostGolgi ctrl 7, Pyk2 oligo antag 0.89, DAT uptake mod -0.46, Ecoli WT expand -17, CYP2C9 inhib 17 and PTPN22 act 22.
Screening COc1cccc(C2/C(=C(/O)c3ccc(F)cc3)C(=O)C(=O)N2CCN(C)C)c1 (centres undefined) returned LYP inh 2 6, PostGolgi yeast -2, CYP2C9 activ 1.2, PostGolgi ctrl 7, Pyk2 oligo antag 0.63, Ecoli WT expand 1, CYP2C9 inhib -22 and PTPN22 act -6.
Screening COc1ccc(N(CC(=O)NC(C)(C)C)C(=O)c2ccco2)cc1 returned LYP inh 2 -7, PostGolgi yeast -7, CYP2C9 activ 0.9, PostGolgi ctrl -1, Pyk2 oligo antag 0.15, DAT uptake mod 0.6, Ecoli WT expand 4, CYP2C9 inhib 10 and PTPN22 act 6.
Screening CC(=O)Nc1ccc(S(=O)(=O)Oc2ccc(/C=N/NC(=O)c3ccc(Cl)cc3)cc2)cc1 returned LYP inh 2 7, PostGolgi yeast -4, CYP2C9 activ 0.5, PostGolgi ctrl 5, Pyk2 oligo antag -2.3, DAT uptake mod -0.26, Ecoli WT expand -3, CYP2C9 inhib 50 and PTPN22 act -2.
O=C(c1ccc(COc2ccccc2Cl)o1)N1CCCC1 was read as LYP inh 2 -3, PostGolgi yeast 22, CYP2C9 activ 0.5, PostGolgi ctrl 26, Pyk2 oligo antag -2.1, DAT uptake mod 0.99, Ecoli WT expand 13, CYP2C9 inhib 46 and PTPN22 act 6.
Screening C=CCOc1ccc2c(c1)C(=NO)c1cc(OCC=C)ccc1-2 returned LYP inh 2 2, PostGolgi yeast -1, CYP2C9 activ 0.2, PostGolgi ctrl 9, Pyk2 oligo antag -1.5, DAT uptake mod -0.015, Ecoli WT expand -14, CYP2C9 inhib 82* and PTPN22 act -1.
For O=S(=O)(NCC1CC1)c1cccc(S(=O)(=O)N2CCCC2)c1 the results were PostGolgi yeast 2, CYP2C9 activ 0.9, PostGolgi ctrl 4, Pyk2 oligo antag 0.93, DAT uptake mod -0.22, Ecoli WT expand -3 and CYP2C9 inhib 11.
`CCN1C(=O)C2C(c3ccc(O)c(OC)c3)NC(C)(C(=O)OC)C2C1=O` (centres undefined) gave LYP inh 2 0, PostGolgi yeast -7, CYP2C9 activ 1.2, PostGolgi ctrl 2, Pyk2 oligo antag 0.6, DAT uptake mod -1.3, Ecoli WT expand 2, CYP2C9 inhib -19 and PTPN22 act 0.
Screening O=C(O)c1ccc(-n2c(-c3ccc(Br)cc3)n[nH]c2=S)cc1 returned LYP inh 2 2, PostGolgi yeast 6, CYP2C9 activ 1.2, PostGolgi ctrl -1, Pyk2 oligo antag 0.8, DAT uptake mod 0.24, Ecoli WT expand -4, CYP2C9 inhib -15 and PTPN22 act -1.
Screening COc1cccc(Nc2nc(-c3ccc(O)cc3)cs2)c1 returned LYP inh 2 -9, PostGolgi yeast -1, CYP2C9 activ 0.2, PostGolgi ctrl 23, Pyk2 oligo antag -0.75, DAT uptake mod 0.8, Ecoli WT expand 14, CYP2C9 inhib 82* and PTPN22 act 13.
COc1ccc2cc(C(c3nnnn3CCc3ccccc3)N3CCC(O)CC3)c(=O)[nH]c2c1 (centres undefined) was read as LYP inh 2 -4, PostGolgi yeast 1, CYP2C9 activ 1.2, PostGolgi ctrl 15, Pyk2 oligo antag 1.5, DAT uptake mod -0.62, Ecoli WT expand 4, CYP2C9 inhib -18 and PTPN22 act 6.
CC(n1cnnn1)C12CC3CC(CC(C3)C1)C2 (centres undefined) was read as LYP inh 2 -6, PostGolgi yeast -10, CYP2C9 activ 0.8, PostGolgi ctrl -2, Pyk2 oligo antag -0.03, DAT uptake mod -0.25, Ecoli WT expand 9, CYP2C9 inhib 15 and PTPN22 act 3.
`Cc1ccc(NC(=O)C(=O)NCc2ccc(/C=C(/C#N)C(=O)NCc3cccnc3)o2)cc1` gave LYP inh 2 -3, PostGolgi yeast 15, CYP2C9 activ 0.4, PostGolgi ctrl 20, Pyk2 oligo antag -0.28, DAT uptake mod 0.05, Ecoli WT expand 3, CYP2C9 inhib 58* and PTPN22 act 6.
CC(=O)N1CCCc2ccccc21 was read as LYP inh 2 -4, PostGolgi yeast -8, CYP2C9 activ 0.6, PostGolgi ctrl -5, Pyk2 oligo antag -0.16, DAT uptake mod -0.28, Ecoli WT expand 10, CYP2C9 inhib 37 and PTPN22 act 7.
COc1cc(OC)c2c(c1)C(=O)c1cc(OC)cc(OC)c1C2=O was read as LYP inh 2 13, PostGolgi yeast 0, CYP2C9 activ 1, PostGolgi ctrl 5, Pyk2 oligo antag 1.2, DAT uptake mod -0.99, Ecoli WT expand -6, CYP2C9 inhib 2 and PTPN22 act -10.
`COc1ccc(S(=O)(=O)Cc2ccc(C(=O)NCCCN(C)c3ccccc3)o2)cc1` gave LYP inh 2 2, PostGolgi yeast -2, CYP2C9 activ 0, PostGolgi ctrl 3, Pyk2 oligo antag -0.52, DAT uptake mod 0.6, Ecoli WT expand 24, CYP2C9 inhib 98* and PTPN22 act -5.
For Cc1occc1C(=O)NCc1cccc(CNC(=O)c2ccoc2C)c1 the results were LYP inh 2 9, PostGolgi yeast 5, CYP2C9 activ 0.9, PostGolgi ctrl -2, Pyk2 oligo antag 0.6, DAT uptake mod -0.26, Ecoli WT expand 7, CYP2C9 inhib 10 and PTPN22 act -11.
For CS(=O)(=O)N1CCN(C(=O)NC23CC4CC(CC(C4)C2)C3)CC1 the results were LYP inh 2 -8, PostGolgi yeast 0, CYP2C9 activ 1, PostGolgi ctrl 6, Pyk2 oligo antag 1.8, DAT uptake mod -1, Ecoli WT expand -4, CYP2C9 inhib -3 and PTPN22 act 0.
CCOc1ccccc1Cn1c(=O)oc2ccc(C)cc21 was read as LYP inh 2 -21, Pyk2 oligo antag -1.4, DAT uptake mod 0.25 and PTPN22 act 24.
`CC(C)(C)OC(=O)NCC(=O)N1CCC(C(=O)O)CC1` gave LYP inh 2 -10, PostGolgi yeast -8, CYP2C9 activ 1, PostGolgi ctrl 12, Pyk2 oligo antag 0.36, DAT uptake mod 0.31, Ecoli WT expand 2, CYP2C9 inhib -4 and PTPN22 act 7.
`CC12CCC(c3c(C(=O)O)nn(-c4ccc(F)cc4)c31)C2(C)C` (centres undefined) gave LYP inh 2 -14, PostGolgi yeast -4, CYP2C9 activ 1, PostGolgi ctrl 1, Pyk2 oligo antag 0.05, DAT uptake mod -0.65, Ecoli WT expand 10, CYP2C9 inhib -1 and PTPN22 act 13.
`COc1cccc(NC(=O)N2CCCC2C(=O)NC(C)C)c1` (centres undefined) gave LYP inh 2 -5, PostGolgi yeast -7, CYP2C9 activ 1.2, PostGolgi ctrl 14, Pyk2 oligo antag 0.06, DAT uptake mod 0.066, Ecoli WT expand 5, CYP2C9 inhib -22 and PTPN22 act 10.
`O=C(NCc1ccco1)c1cc(-c2ccncc2)nc2ccccc12` gave LYP inh 2 -16, PostGolgi yeast 14, CYP2C9 activ 0.4, PostGolgi ctrl 9, Pyk2 oligo antag -0.23, DAT uptake mod 1.5, Ecoli WT expand 0, CYP2C9 inhib 57* and PTPN22 act 13.
For CCS(=O)(=O)N1CCCC(C(=O)NCCCOC)C1 (centres undefined) the results were LYP inh 2 -1, PostGolgi yeast -12, CYP2C9 activ 1, PostGolgi ctrl -1, Pyk2 oligo antag -0.77, DAT uptake mod -0.23, Ecoli WT expand -1, CYP2C9 inhib 3 and PTPN22 act -2.
CCOCCN1CCN(c2c3c(nc4cc(-c5ccc(F)cc5)nn24)CCC3)CC1 was read as PostGolgi yeast -2, CYP2C9 activ 0.5, PostGolgi ctrl 19, Pyk2 oligo antag -0.76, DAT uptake mod 0.11, Ecoli WT expand 4 and CYP2C9 inhib 50*.
For O=c1c2cc(N3CCOCC3)ccc2[nH]c(=S)n1Cc1cccc(Cl)c1 the results were LYP inh 2 -4, PostGolgi yeast -1, CYP2C9 activ 1, PostGolgi ctrl 8, Pyk2 oligo antag 0.32, DAT uptake mod 1.1, Ecoli WT expand -8, CYP2C9 inhib 2 and PTPN22 act 9.

The closing 2 compounds of the section before lead into the next:
CCOCCN1CCN(c2c3c(nc4cc(-c5ccc(F)cc5)nn24)CCC3)CC1 was read as PostGolgi yeast -2, CYP2C9 activ 0.5, PostGolgi ctrl 19, Pyk2 oligo antag -0.76, DAT uptake mod 0.11, Ecoli WT expand 4 and CYP2C9 inhib 50*.
For O=c1c2cc(N3CCOCC3)ccc2[nH]c(=S)n1Cc1cccc(Cl)c1 the results were LYP inh 2 -4, PostGolgi yeast -1, CYP2C9 activ 1, PostGolgi ctrl 8, Pyk2 oligo antag 0.32, DAT uptake mod 1.1, Ecoli WT expand -8, CYP2C9 inhib 2 and PTPN22 act 9.
For CCN1CCN(C(=O)c2cc3c(s2)-c2ccccc2S(=O)(=O)C3)CC1 the results were PostGolgi yeast 4, CYP2C9 activ 0.9, PostGolgi ctrl 12, DAT uptake mod 1.7, Ecoli WT expand 4 and CYP2C9 inhib 11.
CC(=O)c1ccc(OCCCC(=O)N2CCN(S(=O)(=O)c3cccs3)CC2)cc1 was read as LYP inh 2 -4, PostGolgi yeast 14, CYP2C9 activ 0.6, PostGolgi ctrl 5, Pyk2 oligo antag 0.46, DAT uptake mod 0.36, Ecoli WT expand -3, CYP2C9 inhib 42 and PTPN22 act 2.
For Cc1cc(O)ccc1Nc1nc2ccccc2nc1Nc1ccc(O)cc1C the results were LYP inh 2 -5, PostGolgi yeast 16, CYP2C9 activ 0, PostGolgi ctrl -2, Pyk2 oligo antag -1.4, DAT uptake mod 1.9, Ecoli WT expand 3, CYP2C9 inhib 96* and PTPN22 act 4.
For CC/C(C)=N/Nc1nc2sc3c(c2c(=O)[nH]1)CC(C)(C)OC3 the results were LYP inh 2 8, PostGolgi yeast 24, CYP2C9 activ 0.7, PostGolgi ctrl 4, Pyk2 oligo antag -0.26, DAT uptake mod -0.12, Ecoli WT expand 7, CYP2C9 inhib 31 and PTPN22 act -5.
For CC1CCN(C(=O)COC(=O)c2ccc(Br)o2)CC1 the results were LYP inh 2 3, PostGolgi yeast 5, CYP2C9 activ 1, PostGolgi ctrl -3, Pyk2 oligo antag 1.3, DAT uptake mod -0.13, Ecoli WT expand 5, CYP2C9 inhib 3 and PTPN22 act -2.
